# hIAP block – blocks human intestinal alkaline phosphatase; P09923; purified IAP, CDP-Star luminescence, 30 min; inhibition, % at 10 µM; 0.12% of 330,000 active; AID 2544;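 active means inhibition reaching a set limit with compound at 10 µM in the primary screen, cut at about 35% in these data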;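 further: plate controls were DMSO wells with enzyme for no effect and no-enzyme buffer wells for full effect; values of inactives mirror those of a sister screen read the other way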
# Target sequence (P09923 whole entry, looked up): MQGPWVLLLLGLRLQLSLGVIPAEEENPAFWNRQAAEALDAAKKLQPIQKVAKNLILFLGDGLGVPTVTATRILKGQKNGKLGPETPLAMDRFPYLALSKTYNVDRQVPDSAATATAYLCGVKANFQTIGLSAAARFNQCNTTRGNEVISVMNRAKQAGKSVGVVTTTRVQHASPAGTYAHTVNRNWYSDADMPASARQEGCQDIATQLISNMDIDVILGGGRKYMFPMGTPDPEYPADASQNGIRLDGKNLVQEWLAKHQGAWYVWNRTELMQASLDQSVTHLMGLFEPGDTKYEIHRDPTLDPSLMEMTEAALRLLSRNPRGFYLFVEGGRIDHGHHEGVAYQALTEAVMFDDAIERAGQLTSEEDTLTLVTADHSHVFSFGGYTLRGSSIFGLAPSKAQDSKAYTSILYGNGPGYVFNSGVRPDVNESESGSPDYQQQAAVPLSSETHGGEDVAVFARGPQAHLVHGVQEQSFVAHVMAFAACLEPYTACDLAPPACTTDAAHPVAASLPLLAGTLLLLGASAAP
# mIAP activ – increases mouse intestinal alkaline phosphatase activity; muIAP, CDP-Star luminescence, 30 min; active compounds read high; 1 = vehicle-only enzyme signal, 0 = enzyme-free wells; activation factor at 10 µM; 0.24% of 330,000 active; AID 2805;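 active means activation factor of at least 2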; further: the source names both 10 and 20 µM as test concentration; values of inactives mirror those of a sister screen read the other way
#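 Assay system: mouse IAP enzyme / Compound: DMSO-dissolved test compounds / Timing: 30 min, room temperature / Measured by: luminescence from enzymatic CDP-Star hydrolysis / Control set: DMSO-only wells, enzyme-free buffer wells as negative control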
# HKDC1 inhibitor – inhibitors of human hexokinase HKDC1 | 0.16% of 340,000 active | recombinant HKDC1, G6PDH/diaphorase resazurin coupled fluorescence | inhibition, % at 20 µM | Q2TB90;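 active means inhibition above about 35% when tested at 20 µM, limit read from the data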;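 further: plate controls were DMSO wells with enzyme for no effect and DMSO wells lacking enzyme for full effect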
#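 Test system: Recombinant HKDC1 (HK5) hexokinase enzyme, produced in-house | Input: HKDC1 at 5 µg/mL | Buffer or medium: Tris pH 8.0 buffer with MgCl2, Tween-20, BSA, BME | Schedule: 90 min reaction incubation at room temperature, dark | Technique: Resazurin-to-resorufin fluorescence via G6PDH and diaphorase coupling, 525/613 nm | Controls: DMSO wells with and without enzyme mix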
# PfGluPho inh – PfG6PD (Plasmodium falciparum) enzyme inhibition | inhibition, % at 20 µM | PfGluPho enzyme, NADPH resazurin-diaphorase fluorescence | 0.78% of 350,000 active;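 active means inhibition reaching at least a set limit at 20 µM in the primary screen, cut at about 59% in these data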;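 further: 0% = DMSO wells with substrate and 100% = DMSO wells lacking glucose-6-phosphate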
# A3A deaminase – human APOBEC3A DNA deaminase inhibition | P31941 | recombinant A3A, FAM/TAMRA ssDNA deamination fluorescence | inhibition, % at 20 µM | 0.41% of 330,000 active;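 active means at least 40% inhibition at 20 µM here, with at most 30% in a related deaminase screen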;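 further: plate controls were A3A with DMSO for no effect and wells lacking A3A enzyme for full effect; some results filed as inactive read as strong as hits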
# Target sequence (P31941 whole entry, looked up): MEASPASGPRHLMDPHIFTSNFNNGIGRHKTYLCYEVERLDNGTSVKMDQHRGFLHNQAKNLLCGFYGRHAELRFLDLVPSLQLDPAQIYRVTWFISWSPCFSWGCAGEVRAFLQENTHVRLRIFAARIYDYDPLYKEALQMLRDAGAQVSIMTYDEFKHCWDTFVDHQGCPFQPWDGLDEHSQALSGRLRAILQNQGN
# mIAP inh – mouse IAP inhibition; purified mouse IAP, CDP-Star luminescence, 30 min; inhibition, % at 10 µM; 0.2% of 330,000 active;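 active means inhibition of at least 40% at 10 µM in the primary screen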;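 further: plate controls were DMSO with enzyme for no effect and no enzyme wells for full effect; values of inactives mirror those of a sister screen read the other way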
# ATG4B inhibitor – blocks human ATG4B protease cleavage of LC3 substrate. inhibition, % at 8.33 µM. ATG4B cleavage of LC3-PLA2, NBD-HPC fluorescence, 1 h. 0.51% of 340,000 active. Q9Y4P1; in the data active means inhibition above about 40%
# hIAP activ – increases human intestinal alkaline phosphatase activity. activation factor at 10 µM. P09923. 0.16% of 330,000 active. purified human IAP, CDP-Star luminescence, 30 min; active compounds read high; 1 = vehicle-only enzyme, 0 = enzyme-free background;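 active means activation factor of the enzyme at least 2-fold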; further: the source names both 10 and 20 µM as test concentration; values of inactives mirror those of a sister screen read the other way
# An asterisk follows results filed as active; . = no result given.
hIAP block	mIAP activ	HKDC1 inhibitor	PfGluPho inh	A3A deaminase	mIAP inh	ATG4B inhibitor	hIAP activ	structure
-8	0.95	-16	-3	-4	5	4	1.1	C/C(CC(=O)NCc1ccco1)=N\NC(=O)Cc1ccc(-c2ccccc2)cc1
4	0.96	-3	1	-2	4	-5	0.96	O=c1cc(Cl)c(-c2ccccc2)n[nH]1
10	1	-4	-2	-4	-2	-12	0.9	COc1ccccc1NC(=O)c1nnn(CC(=O)Nc2ccccc2)c1N
-11	1.3	-4	-16	-9	-32	-1	1.1	S=C(NCCc1ccccc1)NCCc1ccccc1
-16	1	-3	40	5	-2	-15	1.2	O=c1cc(CSc2nnc(Nc3ccccc3F)s2)nc2sccn12
1	1.1	-1	3	-1	-6	-6	0.99	O=C(Cn1nc(-c2ccccc2)c2ccccc2c1=O)NCC1CCCO1 (stereo not given)
3	1.2	5	-15	-4	-17	-4	0.97	Cn1cc(S(=O)(=O)Nc2cccc(F)c2)c(=O)n(C)c1=O
7	0.97	-5	-7	-1	3	2	0.93	CC(C)(C)NC(=O)N1CCCC(C(=O)c2cccc(Cl)c2)C1 (stereo not given)
12	0.93	-1	-8	4	7	-6	0.88	COc1ccc(-c2nc(CS(=O)CC(=O)NCc3ccco3)c(C)o2)cc1 (stereo not given)
-22	1	-2	18	-4	0	1	1.2	C/C(=N\Nc1ccccc1Cl)c1ccc(-n2ccnc2)cc1
-2	0.98	-1	6	3	2	-3	1	CN(Cc1cnccn1)C(=O)CC1C(=O)NCCN1Cc1cccc(F)c1 (stereo not given)
-1	0.99	-7	-5	-15	1	3	1	Cn1c(Cl)c(C(=O)Nc2ccc(Cl)cc2)c2ccccc21
2	1.1	2	20	4	-11	-7	0.98	CCSc1nc(NCCN(C)C)c2c3c(sc2n1)COC(C)(CC)C3 (stereo not given)
-34	1.1	-1	7	6	-6	-5	1.3	CCOC(=O)C1=C(COC(=O)C2CC(=O)N(c3ccccc3F)C2)NC(=O)NC1C (stereo not given)
6	1	-4	-16	-5	-4	6	0.94	CCN(CC)Cc1c(O)ccc2c(=O)c(-c3ccccc3Cl)coc12

hIAP block	mIAP activ	HKDC1 inhibitor	PfGluPho inh	A3A deaminase	mIAP inh	ATG4B inhibitor	hIAP activ	structure
8	1	1	-1	0	-2	4	0.92	CCCC1=C(C(=O)OCC)C(c2ccc(F)cc2)n2ncnc2N1 (stereo not given)
-8	1	-3	1	2	-2	-4	1.1	Cc1ccsc1/C=N/NC(=O)c1ccc(-n2cccc2)cc1
-7	1.2	-2	-18	-5	-20	-6	1.1	CC(=O)Nc1ccc(S(=O)(=O)Nc2cccc(NC(=O)C(C)(C)C)c2)cc1
-51	1.1	-2	8	-6	-12	-2	1.5	CC(=O)c1cccc(-n2nnnc2SCC(=O)NNC(=O)C2CCCCC2)c1
16	1	-6	12	-3	0	1	0.84	Cc1noc(C)c1S(=O)(=O)N1CCCC(C(=O)N2CCc3ccccc3C2)C1 (stereo not given)
-2	1	0	-26	-6	-2	0	1	COc1ccccc1NS(=O)(=O)c1ccc2[nH]c(=S)oc2c1
6	1	-5	-19	-2	-1	2	0.94	CC(=O)NS(=O)(=O)c1ccc(NC(=O)NC2CCCCC2)cc1
6	0.93	-6	-14	-12	8	3	0.94	N#Cc1ccc[n+](CC(=O)c2ccc(Cl)cc2)c1
4	0.87	2	23	-1	13	4	0.96	c1ccc2c(c1)nc(Nc1ccc(N3CCCCC3)cc1)c1nncn12
-24	0.95	-1	1	-1	5	3	1.2	Nc1c(-c2ccc(F)cc2)cnc2ncnn12
-26	1	-1	-14	-8	-2	4	1.3	CC(C)CNC(=O)NC(=O)COc1ccc(C=O)cc1
-2	0.99	-2	0	-4	1	-3	1	Cc1c(O)nc2ccccn2c1=O
18	0.98	2	-2	-1	2	-14	0.82	CC(OC(=O)c1cc(=O)[nH]c2ccccc12)c1ccccc1 (stereo not given)
4	0.98	-1	13	-2	2	-13	0.96	Nc1ccc(S(=O)(=O)N2CCCC2)cc1Cl
-13	0.95	-4	1	-1	5	-11	1.1	O=C(CCS(=O)(=O)c1ccc(Br)s1)NCc1ccccc1

hIAP block	mIAP activ	HKDC1 inhibitor	PfGluPho inh	A3A deaminase	mIAP inh	ATG4B inhibitor	hIAP activ	structure
-5	0.95	-5	-3	1	5	-9	1	Cc1ccc(S(=O)(=O)N2CCCCC2)cc1NC(=O)C1=NN(c2ccccc2)C(=O)CC1
11	1	-4	4	16	-2	-4	0.89	CCCn1c(N)c(N(CCOC)C(=O)c2ccc(N3CCCC3=O)cc2)c(=O)[nH]c1=O
4	0.93	.	.	-2	7	.	0.96	CC(=O)c1sc(-c2ccccn2)nc1C
3	1.4	5	5	-6	-36	-4	0.97	CSc1cccc(NC(=O)N2CCc3ccc(NC(=O)c4ccccn4)cc3C2)c1
-10	1	2	-13	13	-2	1	1.1	Cc1cccc(C)c1NC(=O)CN(C)CC(=O)N1CC(=O)Nc2ccccc21
1	1	-3	-19	4	0	4	0.99	CCc1nn(-c2ccccc2)c(N)c1-c1ccc(OC)c(OC)c1
-10	0.98	-5	-4	-5	2	-10	1.1	COc1ccc(CC(=O)OCC(=O)N2CCCC(C)C2)cc1 (stereo not given)
-4	1	-6	8	3	0	-3	1	Cc1ccc(-c2cc3cccc[n+]3cc2-c2ccc(C)cc2)cc1
11	0.98	0	5	7	2	-11	0.89	COc1ccccc1CC1(C)NC(=O)N(CC(=O)Nc2cc(C)on2)C1=O (stereo not given)
17	0.78	-12	38	-1	22	-15	0.83	COc1ccc(NC(=S)N/N=C2\CC(C)(C)Oc3ccc(O)cc32)cc1
2	1	-7	-13	4	0	-6	0.98	Cc1cc(NS(=O)(=O)c2ccc(NC(=O)c3ccco3)cc2)nc(C)n1
2	0.92	-2	-12	-2	8	4	0.98	O=S1(=O)CCOCCCN1Cc1ccccc1
5	1	2	-7	-7	-4	0	0.95	CCOc1ccc(NC(=S)NC23CC4CC(CC(C4)C2)C3)cc1
6	1	-1	11	-1	0	-15	0.94	O=C(N/N=C\c1ccc(Cl)s1)c1cccs1
2	0.99	-5	0	-1	1	4	0.98	Cc1cccc(N2CCN(C(=S)c3ccccc3)CC2)c1

hIAP block	mIAP activ	HKDC1 inhibitor	PfGluPho inh	A3A deaminase	mIAP inh	ATG4B inhibitor	hIAP activ	structure
-18	1.1	-2	-1	-3	-7	-3	1.2	NC(=S)N/N=C/c1coc2ccc(F)cc2c1=O
-10	0.95	3	-25	-3	4	7	1.1	N#Cc1c(-c2ccccc2)nc(SCC(=O)Nc2ccc(OC(F)(F)Cl)cc2)[nH]c1=O
13	0.88	0	28	4	12	1	0.87	c1ccc(CSc2nnc(Cc3ccccc3)o2)cc1
12	1	-4	14	10	-4	-9	0.88	S=c1oc(-c2ccncc2)nn1CCc1ccncc1
6	0.98	-4	2	0	2	-9	0.94	Cc1ccc(S(=O)(=O)N(CC(=O)N2CCN(c3ccc(F)cc3)CC2)C2CCCCC2)cc1
7	0.99	3	9	-1	1	4	0.93	COc1ccccc1-c1sc2cc3c(cc2c1-c1ccc(O)cc1)OCO3
-2	0.77	-1	3	1	23	-12	1	COc1ccc(NC(=O)CSc2nc3[nH]c(=O)cc(O)c3s2)c(OC)c1
-17	1	-1	18	-1	-2	23	1.2	CC1Cc2ccccc2N1C(=O)CSc1nnc2n1C(C)(C)Cc1ccccc1-2 (stereo not given)

# A draw from above in order of molar mass, highest first:
hIAP block	mIAP activ	HKDC1 inhibitor	PfGluPho inh	A3A deaminase	mIAP inh	ATG4B inhibitor	hIAP activ	structure
-10	0.95	3	-25	-3	4	7	1.1	N#Cc1c(-c2ccccc2)nc(SCC(=O)Nc2ccc(OC(F)(F)Cl)cc2)[nH]c1=O
16	1	-6	12	-3	0	1	0.84	Cc1noc(C)c1S(=O)(=O)N1CCCC(C(=O)N2CCc3ccccc3C2)C1 (stereo not given)
-16	1	-3	40	5	-2	-15	1.2	O=c1cc(CSc2nnc(Nc3ccccc3F)s2)nc2sccn12
-8	0.95	-16	-3	-4	5	4	1.1	C/C(CC(=O)NCc1ccco1)=N\NC(=O)Cc1ccc(-c2ccccc2)cc1
2	1	-7	-13	4	0	-6	0.98	Cc1cc(NS(=O)(=O)c2ccc(NC(=O)c3ccco3)cc2)nc(C)n1
17	0.78	-12	38	-1	22	-15	0.83	COc1ccc(NC(=S)N/N=C2\CC(C)(C)Oc3ccc(O)cc32)cc1
-2	1	0	-26	-6	-2	0	1	COc1ccccc1NS(=O)(=O)c1ccc2[nH]c(=S)oc2c1
-1	0.99	-7	-5	-15	1	3	1	Cn1c(Cl)c(C(=O)Nc2ccc(Cl)cc2)c2ccccc21
3	1.2	5	-15	-4	-17	-4	0.97	Cn1cc(S(=O)(=O)Nc2cccc(F)c2)c(=O)n(C)c1=O
-4	1	-6	8	3	0	-3	1	Cc1ccc(-c2cc3cccc[n+]3cc2-c2ccc(C)cc2)cc1
-10	0.98	-5	-4	-5	2	-10	1.1	COc1ccc(CC(=O)OCC(=O)N2CCCC(C)C2)cc1 (stereo not given)
2	0.99	-5	0	-1	1	4	0.98	Cc1cccc(N2CCN(C(=S)c3ccccc3)CC2)c1
-11	1.3	-4	-16	-9	-32	-1	1.1	S=C(NCCc1ccccc1)NCCc1ccccc1
13	0.88	0	28	4	12	1	0.87	c1ccc(CSc2nnc(Cc3ccccc3)o2)cc1
2	0.92	-2	-12	-2	8	4	0.98	O=S1(=O)CCOCCCN1Cc1ccccc1
-24	0.95	-1	1	-1	5	3	1.2	Nc1c(-c2ccc(F)cc2)cnc2ncnn12

# Source: PubChem (Sanford-Burnham Center for Chemical Genomics)
